mIDH1 inhibitor: qHTS for Inhibitors of mutant isocitrate dehydrogenase 1 (IDH1): qHTS | Isocitrate dehydrogenase [NADP] cytoplasmic (Homo sapiens), O75874 | IDH1-R132H enzyme, NADPH consumption, diaphorase/resazurin fluorescence | Potency, µM (titrated, usually from 76.6 µM), inactives show at the top dose activity change, negative = inhibition, hits mostly inhibitors | 390,000 tested, 0.093% active; note: potency is the fitted concentration of half-maximal effect; % is set by controls: 0 for no effect and ±100 for the full control effect; nearly all actives have a fitted effect of over 65% in size
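IDH1-R132H (0.5 ug/mL dispensed) in pH 7.5 Tris buffer was preincubated 30 min with compound, then given a substrate mix of 0.016 mM NADPH and 2 mM alpha-KG for 80 min at room temperature; remaining NADPH was read by diaphorase/resazurin fluorescence.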
GRP78 ERSR act: qHTS for Inducers of the Endoplasmic Reticulum Stress Response (ERSR) in Human Glioma: qHTS | Potency, µM, for the others: at the highest dose activation, hits mostly activators | U87-MG GRP78 promoter luciferase reporter, 16 h | AID 602332, 2012 | 420,000 tested, 0.02% active; note: potency is the fitted concentration of half-maximal effect; series mostly up to about 76 µM; % of control where 0% means no effect; nearly all actives have a fitted effect of over 35% in size
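Stably transfected U87-MG glioma cells carrying a GRP78-based luciferase sensor; 16 h compound incubation. Luminescence end-point read 10 min after Bright-Glo addition at room temperature.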
USP1 inh: Inhibitors of USP1/UAF1: Primary Screen; Ubiquitin carboxyl-terminal hydrolase 1 (Homo sapiens), O94782; recombinant USP1/UAF1, Ub-Rhodamine cleavage fluorescence; Potency, µM (top dose mostly 57.1 µM), without a hit: at the highest dose activity change, negative = inhibition, most hits filed as inhibitors; 390,000 tested, 0.23% active; AID 743255, 2014; note: potency is the fitted concentration of half-maximal effect; % is set by controls: 0 for no effect and ±100 for the full control effect; nearly all actives have a fitted effect of over 60% in size; inactives centre near -12
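USP1/UAF1 complex (1 nM) preincubated 15 min at room temperature with compound, then Ub-Rho substrate (150 nM final) added. Kinetic fluorescence at 480/540 nm over 6 reads at 60 s intervals; 50 mM HEPES pH 7.8, 0.5 mM EDTA, 0.1 mg/ml BSA, 1 mM TCEP, 0.01% Tween-20.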
Vif-APOBEC3G blk: qHTS for Inhibitors of Vif-A3G Interactions: qHTS; DNA dC->dU-editing enzyme APOBEC-3G (Homo sapiens), Q9HC16; Potency, µM (highest dose often 46.1 µM), for the others: at the top dose activity, negative = active, most hits filed as inhibitors; 410,000 tested, 0.076% active; HeLa A3G-eYFP + Vif (tagged APOBEC3G with the HIV-1 protein that degrades it), YFP fluorescence, overnight; AID 602310, 2012;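 note: potency is the fitted concentration of half-maximal effect; % is set by controls: 0 for no effect and ±100 for the full control effect; nearly all actives have a fitted effect of over 60% in size; hits raise eYFP signal because A3G escapes Vif-driven loss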
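Read-out is eYFP fluorescence (Ex 488/Em 500-530) from Vif-expressing HeLa A3G-eYFP cells; more signal means A3G escaped Vif-mediated degradation. Cells plated overnight, compound pinned in, incubated overnight at 37 deg C.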
RGS4 inhibitor: Inhibitors of Regulator of G Protein Signaling (RGS) 4: qHTS. Regulator of G-protein signaling 4 (Homo sapiens), P49798. Transcreener GDP fluorescence polarization, RGS4-accelerated GTP hydrolysis. Potency, µM (top dose mostly 114 µM), for inactives: top-dose activity change, negative = inhibition, most hits filed as inhibitors. 390,000 tested, 0.039% active. AID 504845, 2011; note: potency is the fitted concentration of half-maximal effect; % is set by controls: 0 for no effect and ±100 for the full control effect; nearly all actives have a fitted effect of over 75% in size; some results filed as inactive show a strong effect at the top dose
Target sequence (P49798 whole entry, looked up): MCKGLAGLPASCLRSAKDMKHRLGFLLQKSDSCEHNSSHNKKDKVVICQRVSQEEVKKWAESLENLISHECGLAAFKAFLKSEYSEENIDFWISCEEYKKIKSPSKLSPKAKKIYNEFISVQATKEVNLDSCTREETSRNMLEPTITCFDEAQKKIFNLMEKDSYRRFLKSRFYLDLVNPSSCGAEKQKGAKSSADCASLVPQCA
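MLSMR compounds (23 nl, pin-transferred) preincubated 10 min at room temperature with a 500nM (2x) first reagent, then RGS4 at 900nM (2x) plus Transcreener GDP mix added; fluorescence polarization (620/688 nm) read before and after 90 min at 30 °C.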
LDHA block: qHTS assay for inhibitors of human lactate dehydrogenase | L-lactate dehydrogenase A chain (Homo sapiens), P00338 | purified LDHA, NADH/diaphorase-resazurin fluorescence; hits give low values | activity change, % (values are at about 110 or 230 µM) | 480,000 tested, 0.15% active | AID 1347041, 2019; in the data active = activity change below about -30%; inconclusive = mostly about -25% to -30%;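 note: plate controls were DMSO wells for no effect and wells without enzyme for full effect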
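Resorufin fluorescence (ex540/em590), read at 0 and 20 min after diaphorase/resazurin addition, reports the NADH left after a 5 min room-temperature reaction of 2 nM human LDH5 with 0.06 mM NADH and 0.2 mM pyruvate.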
TrxR1 substrate: qHTS Assay for Substrates of Mammalian Selenoprotein Thioredoxin Reductase 1 (TrxR1): qHTS | Thioredoxin reductase 1, cytoplasmic (Rattus norvegicus), O89049 | purified TrxR1 substrate turnover, NADPH consumption readout | Potency, µM (titrated, usually from 114 µM), inactives show at the highest dose activity change, negative = substrate turnover | 390,000 tested, 0.01% active; note: potency is the fitted concentration of half-maximal effect; % is set by controls: 0 for no effect and ±100 for the full control effect; nearly all actives have a fitted effect of over 50% in size
Target sequence (O89049 whole entry, looked up): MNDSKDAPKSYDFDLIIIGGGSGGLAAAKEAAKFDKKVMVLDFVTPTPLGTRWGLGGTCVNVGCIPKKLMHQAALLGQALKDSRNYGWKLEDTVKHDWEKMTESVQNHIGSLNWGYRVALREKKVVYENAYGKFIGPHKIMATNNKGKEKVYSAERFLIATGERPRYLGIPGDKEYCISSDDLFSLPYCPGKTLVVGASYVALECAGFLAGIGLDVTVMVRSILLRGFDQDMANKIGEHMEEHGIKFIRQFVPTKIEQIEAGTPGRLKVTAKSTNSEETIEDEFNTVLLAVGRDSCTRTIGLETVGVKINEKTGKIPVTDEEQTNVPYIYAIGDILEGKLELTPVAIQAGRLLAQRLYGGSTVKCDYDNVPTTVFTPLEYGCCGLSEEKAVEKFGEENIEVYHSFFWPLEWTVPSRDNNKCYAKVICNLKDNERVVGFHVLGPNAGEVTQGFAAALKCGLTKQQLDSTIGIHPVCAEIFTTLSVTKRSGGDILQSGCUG
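Rat TrxR1, dispensed at 90 nM, was prereduced with 400 uM NADPH (final) for 5 min at ~22 deg C, then incubated with compound 15 min before 400 uM selenite. A first-read NADPH fluorescence drop versus no-compound background flagged substrates.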
Vif-APOBEC3F blk: qHTS for Inhibitors of Vif-A3F Interactions: qHTS; 390,000 tested, 0.2% active; Potency, µM (highest dose often 46.1 µM), for inactives: top-dose activity, negative = active; HeLa A3F-eYFP + Vif (tagged APOBEC3F with the HIV-1 protein that degrades it), YFP fluorescence increase; note: potency is the fitted concentration of half-maximal effect; % of control where 0% means no effect; nearly all actives have a fitted effect of over 65% in size
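HeLa cells stably expressing Vif plus C-terminally eYFP-tagged A3F were seeded, incubated overnight at 37 deg C, dosed with compound, incubated overnight again at 37 deg C. Yellow fluorescence (Ex 488/Em 500-530) reported blocked Vif-mediated A3F-eYFP degradation.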
rTrxR1 inhibitor: qHTS Assay for Inhibitors of Mammalian Selenoprotein Thioredoxin Reductase 1 (TrxR1): qHTS; 390,000 tested, 1% active; Thioredoxin reductase 1, cytoplasmic (Rattus norvegicus), O89049; Potency, µM (highest dose often 114 µM), without a hit: at the top dose activity change, negative = inhibition, usual class: inhibitors; AID 588453, 2011; recombinant rTrxR1, NADPH fluorescence consumption, selenite substrate; note: potency is the fitted concentration of half-maximal effect; % is set by controls: 0 for no effect and ±100 for the full control effect; nearly all actives have a fitted effect of over 65% in size
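Rat TrxR1 (90 nM in the dispensed reagent) was pre-reduced with 400 uM NADPH for 5 min at room temperature, then incubated with compound for 15 min. After 400 uM selenite was added, NADPH fluorescence (Ex 340/Em 450 nm) was followed for 8 min.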
The depositor's hits bear a star; ? = inconclusive; . = no result given; & = joins results of further samples; [ ] = dose if it differs, or a comment. Unless noted, calls come from the whole dose curve; as a rule, active = well fitted curve in the direction sought with a large enough effect; inconclusive = small, poorly fitted or top-dose-only effect, or another doubt; inactive = no such curve, though single readings can be large; an effect the other way counts as inactive or inconclusive.

SMILES	mIDH1 inhibitor	GRP78 ERSR act	USP1 inh	Vif-APOBEC3G blk	RGS4 inhibitor	LDHA block	TrxR1 substrate	Vif-APOBEC3F blk	rTrxR1 inhibitor
Cc1ccc(C(=O)OC2CCCN(C)C2)cc1 (stereo not given)	-6%	-3%	-5%	2%	3%	9&-3	-3%	-1%	-3%
O=C(NCCCN1CCN(c2ccccc2F)CC1)c1sc2ncccc2c1-n1cccc1	-5%	0%	-21%	3%	-4%	-6	13%[57.1 µM]	1%	37%[activator][57.1 µM]
COc1ccc(OCC(O)CON2C(=O)c3ccccc3C2=O)cc1 (stereo not given)	-3%	-4%	-14%	0%	4%	-6	7%[57.1 µM]	-5%	2%[57.1 µM]
COc1ccc(/C=N/N2CCOCC2)cc1Cn1cc([N+](=O)[O-])cn1	-2%	-2%	-9%	0%	25%	0	4%[57.1 µM]	-10%	5%[57.1 µM]
CC(=O)Cn1nnc(-c2ccc(C(F)(F)F)cc2)n1	8%	3%	-19%	2%	2%	1	12%	-1%	40%
CC1C(=O)CC(c2ccccc2)NC1c1ccccc1 (stereo not given)	-5%	-4%	3%	0%	-2%	-1	6%	-18%	15%
COc1ccccc1N1CCN(/N=C/C=C\c2ccccc2[N+](=O)[O-])CC1	-1%	1%	-5%	0%	26%	2	2%	1%	25%
CCOC(=O)C1(CCOc2ccccc2)CCN(Cc2ccc(F)c(OC)c2)CC1	-9%	-4%	-9%	0%	-9%	0	0%	-2%	28%
CC(=O)N1CCC[C@H]1C(=O)O	-5%	-1%	-11%	0%	-9%	-5	-1%	-6%	1%
CCc1cccc(CC)c1NC(=O)CN1CCN(c2ccccc2)CC1	3%	-4%	-18%	0%	-21%	-21	6%[57.1 µM]	0%	5%[57.1 µM]
CN(C(=O)c1ccncc1)c1ccccc1	0%	2%	-18%	0%	14%	-6	5%	0%	9%[2.29 µM]
CC1=C(C(=O)N(C)C)CC(CC(=O)NCCc2ccccn2)C(=O)N1Cc1ccc(F)cc1 (stereo not given)	-2%	-6%	-3%	0%	.	0	.	-11%	.
COC(=O)c1ccc(NC(=O)c2ccccc2N(C)S(=O)(=O)c2ccccc2)cc1	2%	-8%	-10%	-3%	-26%[11.4 µM]	0	-12%	-2%	15%[57.1 µM]
OCCN(Cc1ccccc1)c1ncnc2sccc12	8%	-4%	-9%	1%	5%	-10	3%	-29%	16%
Cc1cc(C)n(C2CCCCC2OC(=O)CCc2ccccc2)n1 (stereo not given)	0%	-7%	-24%	-7%	-11%	0	8%	?	30%
N#CCCn1cc(C(=O)CN2C(=O)NC3(CCc4ccccc43)C2=O)c2ccccc21 (stereo not given)	12%	-3%	-24%	-12%	.	-1	.	-1%	.
COc1ccc(CCNC(=O)c2cc(-c3ccco3)nc3ccccc23)cc1	-1%	0%	?	1%	-35%	-11	36%[activator][57.1 µM]	13%	?
O=C(CSc1ccc(Br)c2cccc(Cl)c12)Nc1ccc(S(=O)(=O)Nc2nccs2)cc1	-15%	-4%	-21%	-6%	-9%	-15	-6%[57.1 µM]	25%	-9%[57.1 µM]
CC1=CC(C)C2(CO)COC(c3ccc(O)cc3)C1C2C (stereo not given)	-7%	-1%	-18%	-10%	13%	-8	-4%[57.1 µM]	-10%	-2%[57.1 µM]
O=C(Nc1cccc(Cl)c1)c1ccc2c(c1)SC1=NS(=O)(=O)CCN12	-4%	-5%	-3%	-16%	-21%	-4	2%	1%	22%
COc1cccc(CN(C)C(=O)c2ccc(Oc3ccccc3)cc2)c1OC	7%	-1%	-9%	-4%	-19%	2	-2%	5%	13%[0.457 µM]
Cn1c(=O)c2c(nc(N3CCCCC3)n2CC(O)COc2ccccc2)n(C)c1=O (stereo not given)	-10%	-1%	-5%	6%	11%	-10	-1%	-1%	22%
CN(CCOC(=O)/C=C/c1ccco1)Cc1ccccc1	-1%	1%	-18%	-4%	-33%	4	-1%	1%	45µM*
O=c1[nH]cnc2c1c(-c1ccccc1)cn2-c1ccc(F)cc1	-1%	1%	3%	-3%	4%	-9	-5%[57.1 µM]	0%	-17%[57.1 µM]
O=C1CC(c2ccccc2)CC(O)=C1C=Nc1ccc(O)cc1 (stereo not given)	-7%	2%	-22%	?	-9%	3	-14%	2%	-4%
CC(=O)N1CCN(Cc2ccc(Br)s2)CC1	3%	3%	8%	1%	15%	-5	3%	-8%	7%
O=C(CS(=O)(=O)c1ccc(F)cc1)NCc1ccccc1	6%	2%	0%	0%	-4%	-7	3%[57.1 µM]	15%	12%[57.1 µM]
CC(=O)N1c2ccc(S(=O)(=O)N3CCC(C(=O)Nc4cccc(F)c4)CC3)cc2CC1C (stereo not given)	-4%	0%	-17%	7%	6%[11.4 µM]	-2	2%	0%	13%
COc1cccc(NC(=O)CCN2CCN(c3ccccc3)CC2)c1	3%	-1%	11%	2%	11%	-1	5%	1%	22%
O=C(NC1CC(=O)N(c2ccc(F)cc2)C1)c1ccc(S(=O)(=O)N2CCOCC2)cc1 (stereo not given)	-6%	1%	2%	1%	-15%	-2	-1%[57.1 µM]	-5%	12%[57.1 µM]
c1ccc(Cn2cnc3ccccc32)cc1	0%	10%	1%	0%	26%	-10	4%[57.1 µM]	3%	-6%[2.29 µM]
COc1ccc2c(c1)c(=O)oc1c(C)c(OC(C)C(=O)NCC3CCC(C(=O)O)CC3)ccc12 (stereo not given)	-11%	-1%	-24%	0%	9%	-5	372%[activator]	-7%	-8%
O=C(Cc1cccs1)N1CCCC(c2nc3c(nnn3Cc3ccccc3Cl)c(=O)[nH]2)C1 (stereo not given)	2%	-2%	-15%	2%	2%	1	3%	-1%	3%
Cc1ccc(/C=N/n2c(-c3ccncc3)n[nH]c2=S)s1	4%	0%	-18%	0%	?	-1	-7%[57.1 µM]	-12%	-5%[57.1 µM]
CN1CCC(NC(=O)Nc2cccc(C(F)(F)F)c2)CC1	-4%	2%	-3%	1%	9%	0	-2%	-10%	3%
CC(C)COc1ccc(C(=O)Nc2ccc([N+](=O)[O-])cc2)cc1	5%	-2%	-18%	0%	-11%	-1	-7%	4%	18%[57.1 µM]
CC(NC(=O)c1cccs1)C(c1cccs1)N1CCOCC1 (stereo not given)	-2%	0%	-4%	-6%	16%	2	2%	1%	-4%
O=C(NN=C1CCCC1)c1cccc(O)c1	21%	5%	-7%	0%	-1%	0	-1%	-3%	24%
COc1ccccc1CCNC(=O)Cc1c(C)c2c(O)cc(C)cc2oc1=O	-4%	-3%	?	3%	-32%	-2	3%	3%	13%
CSc1ncccc1C(=O)N1CCCC(C(=O)c2cc(F)ccc2F)C1 (stereo not given)	-13%	0%	-10%	2%	-15%	-8	1%	-5%	24%
COc1ccc(N(C(=O)c2snc(C(N)=O)c2N)C(C(=O)NC2CCCC2)c2ccc(C)o2)c(OC)c1 (stereo not given)	-5%	-2%	-22%	-9%	-21%	-5	13%	-1%	15%
CCCOC(=O)c1ccc(NC(=O)C2C3C=CC(O3)C2C(=O)O)cc1 (stereo not given)	-3%	2%	-10%	0%	-29%	-6	1%	-4%	40µM*
CC(=O)Nc1ccc(OCc2ccc3c(c2)OCO3)cc1	-2%	-1%	-10%	2%	0%	-1	-11%	2%	-13%
CC1NC(=S)N(C2CCCCC2)C1=O (stereo not given)	-2%	1%	-19%	1%	-18%	-6	7%[57.1 µM]	-6%	18%[57.1 µM]
O=C(NC1CC1)c1ccc(CSCc2ccccc2Cl)o1	-4%	5%	-27%	3%	-16%	-7	-2%	-4%	11%
N#CC1(NC(=O)COc2ccc3oc4ccccc4c3c2)CCCCC1	-4%	-3%	-21%	-3%	-37%	-10	8%	2%	10%[57.1 µM]
CCc1ccc(NC(=O)N2CCC(N3CCN(Cc4ccc(C)cc4)C(=O)C3=O)CC2)cc1	13%	-1%	-16%	2%	-17%	5	-1%[57.1 µM]	3%	9%[57.1 µM]

Bioassay records (PubChem BioAssay)

The list is partial. The share of hits here may be higher or lower than overall.
